High-throughput results as filed in PubChem BioAssay.
Mcl1 Bid PPI: disrupts binding of human Mcl-1 to Bid peptide; Q07820; TR-FRET Mcl-1/Bid-Dy647 peptide binding, 1536-well; inhibition, % at 21.7 µM; 220,000 tested, 0.97% active; AID 1021;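 active = compounds that cut the binding signal by more than half at the single screening dose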;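 note: His-tagged Mcl-1 with europium anti-His antibody binding Bid BH3 peptide; 0% = Mcl-1 plus peptide wells and 100% = peptide-only wells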
Target sequence (Q07820 whole entry, looked up): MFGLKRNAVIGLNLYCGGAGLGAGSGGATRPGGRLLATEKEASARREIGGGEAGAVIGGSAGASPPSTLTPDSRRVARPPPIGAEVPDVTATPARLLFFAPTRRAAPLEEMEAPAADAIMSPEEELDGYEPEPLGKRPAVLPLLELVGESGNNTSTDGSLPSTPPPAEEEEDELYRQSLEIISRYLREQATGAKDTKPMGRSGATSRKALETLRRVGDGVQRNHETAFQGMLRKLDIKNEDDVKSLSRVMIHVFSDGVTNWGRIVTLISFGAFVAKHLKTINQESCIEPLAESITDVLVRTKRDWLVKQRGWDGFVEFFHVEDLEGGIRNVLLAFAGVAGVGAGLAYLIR
Avidin fluor: avidin bead compound fluorescence profile | Avidin beads, compound fluorescence 488/530 nm, flow cytometry; stronger effect = higher value | AID 1775 | fluorescence (KMESF) at 10 µM | 220,000 tested, 0.38% active; in the data active = fluorescence above about 47; note: inactives centre near 10
Mcl1-Noxa inh: disrupts binding of human Mcl-1 to Noxa peptide; 220,000 tested, 1.5% active; TR-FRET Mcl-1/Noxa peptide binding, 2 h; Q07820; inhibition, % at 21.7 µM;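 active = compounds that cut the protein-peptide binding signal by more than 50% relative to plate controls in a single-dose test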;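 note: His-tagged Mcl-1 with rhodamine Noxa BH3 peptide and terbium anti-His antibody; 0% = Mcl-1 plus Noxa peptide wells and 100% = peptide-only wells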
Bim-Mcl-1: disrupts Bim peptide binding to human Mcl-1; 190,000 tested, 0.1% active; Bead-based flow cytometry, Bim peptide-Mcl-1 binding; Q07820; inhibition, % at 10 µM; in the data active = inhibition above about 40%;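 note: 0% = no compound tracer wells and 100% = peptide blocker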
RGS7-Gao: human RGS7-Galphao interaction regulation; Multiplexed bead flow cytometry, RGS7-Galphao binding; actives lie on both sides; binding response (% of control), % at 10 µM; 220,000 tested, 0.35% active; AID 1439; in the data active = binding response below about 49% or above about 150%; inconclusive = no clear call, values can overlap the other calls; inactive = in between;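 note: fluorescent Galphao held in activated GDP-AlF4 state binding bead-coupled RGS7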
Target sequence (P09471 whole entry, looked up): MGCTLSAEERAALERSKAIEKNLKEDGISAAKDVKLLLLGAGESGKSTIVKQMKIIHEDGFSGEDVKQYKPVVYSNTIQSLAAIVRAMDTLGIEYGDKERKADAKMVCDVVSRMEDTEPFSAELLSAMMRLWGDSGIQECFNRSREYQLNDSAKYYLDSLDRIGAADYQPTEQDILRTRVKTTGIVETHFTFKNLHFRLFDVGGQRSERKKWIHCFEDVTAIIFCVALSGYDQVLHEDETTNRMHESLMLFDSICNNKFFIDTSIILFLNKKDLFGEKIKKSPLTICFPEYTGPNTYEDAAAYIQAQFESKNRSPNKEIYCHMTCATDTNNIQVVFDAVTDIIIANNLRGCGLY
RGS8-Gao: modulates binding of RGS8 to human Galphao | response (percent of control binding), % at 10 µM | multiplexed bead flow cytometry; actives lie on both sides | 220,000 tested, 0.34% active | P09471; in the data active = response below about 60% or above about 140%; inactive = in between;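 note: Galphao activated as the GDP aluminium fluoride complex binding bead-coupled RGS8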
ABCB1 block: inhibitors of human ABCB1 transporter, ABCG2 counter-screen; P08183; CCRF-Adr cells, JC-1 efflux, flow cytometry; inhibition, % at 6.6 µM; 190,000 tested, 0.067% active; AID 1326; in the data active = inhibition above about 40%;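 note: 0% = vehicle and 100% = reference inhibitor; higher value means more JC-1 retained so stronger ABCB1 efflux block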
Pf gamet viab: kills late stage P. falciparum gametocytes; P. falciparum stage V gametocytes, ATP luminescence, 24 h; inhibition, % at 10.9 µM; 150,000 tested, 0.065% active;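 active = inhibition above the mean plus 3 SD of compounds within the control limits, set per campaign, cut at about 38% in these data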;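 note: 0% = DMSO wells and 100% = medium only without gametocytes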
RGS4-Gao reg: modulates binding of RGS4 to human Galphao. Multiplexed bead flow cytometry; actives lie on both sides. binding response (% of control), % at 10 µM. 220,000 tested, 0.33% active; in the data active = binding response below about 49% or above about 150%; inactive = in between;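 note: fluorescent Galphao activated with aluminum fluoride binding bead-coupled RGS4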
ABCG2 block: inhibitors of human ABCG2 transporter, ABCB1 counter-screen. Q9UNQ0. IgMXP3 cells, JC-1 efflux, flow cytometry. inhibition, % at 6.6 µM. 190,000 tested, 0.1% active. AID 1325;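 active = inhibition above 80%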;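 note: 0% = DMSO and 100% = nicardipine control wells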
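material = IgMXP3 (ABCG2) plus far-red-tagged CCRF-Adr (ABCB1) cells | amount = 3 million cells/mL, equal mix of both lines | also added = JC-1 transporter substrate | dosing = one concentration, 6.6 µM final | schedule = 10 min at 25 °C | measured by = flow cytometric JC-1 green MFI at 530 nm | read-out basis = percent efflux inhibition, scaled nicardipine 100% to DMSO 0%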
GSH bead fluor: GSH bead compound fluorescence profile; GSH beads flow cytometry, compound fluorescence 488/530 nm; stronger effect = higher value; fluorescence (KMESF) at 10 µM; 190,000 tested, 0.25% active; in the data active = fluorescence above about 89;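 note: glutathione beads carrying GST-tagged Bcl family fusion proteins plus one bare bead set; values are compound well signal with DMSO vehicle wells as background; inactives centre near 16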
* hit, by the source's call; ? = inconclusive; . = not tested or not shown. Outcome played no part in choosing rows. Share with any hit: about 3.3%.

Compound | Mcl1 Bid PPI | Avidin fluor | Mcl1-Noxa inh | Bim-Mcl-1 | RGS7-Gao | RGS8-Gao | ABCB1 block | Pf gamet viab | RGS4-Gao reg | ABCG2 block | GSH bead fluor
Cc1c(-c2n[nH]c(=S)n2-c2ccc(C(F)(F)F)cc2)nnn1-c1ccccc1 | -53.9 | 3 | 19.0 | -5.0 | 101.4 | 97.0 | -0.1 | -23.3 | 101.2 | -1.9 | 9
O=C(COC(=O)c1ccccc1)Nc1ccc(Cl)cn1 | -23.2 | 5 | 3.9 | 0.0 | 108.6 | 98.3 | 0.9 | -16.1 | 101.0 | 4.1 | 21
O=C(NCCc1ccccc1)N1CCCC(CNS(=O)(=O)Cc2ccccc2)C1 (stereo not given) | 10.1 | 10 | 54.3* | 0.0 | 99.6 | 101.0 | 1.0 | 22.2 | 101.8 | 2.5 | 26
Cc1onc(-c2ccccc2)c1C(=O)c1ccccc1 | -4.9 | 5 | -1.6 | . | ? | 98.6 | . | -15.9 | 98.6 | . | .
COC(=O)CN(c1ccc(F)cc1)S(=O)(=O)c1ccc2c(c1)OCCO2 | -0.8 | 4 | 1.1 | 1.0 | 101.7 | 101.6 | 0.5 | . | 103.9 | 2.1 | 6
CCc1cccc(C)c1NC(=O)CSc1nc2ccccc2n1CC(=O)N(C)C | 14.3 | 8 | 11.2 | 0.0 | 95.9 | 97.7 | 0.8 | 2.9 | 94.9 | 2.2 | 15
CCN(CC)c1ccc2cc(C(=O)Nc3ccccn3)c(=O)oc2c1 | 5.2 | 11 | 16.8 | 0.0 | 108.9 | 107.4 | -0.4 | . | 102.7 | -1.4 | 35
CCOC(=O)NC(=O)c1cn(CCN(C)C)c(=O)[nH]c1=O | -4.2 | 12 | 18.1 | -2.0 | 101.7 | 102.6 | 2.0 | 1.4 | 98.3 | 11.0 | 24
CC1(C)CC(NC(=O)c2cccc3ccccc23)CC(C)(C)N1 | -6.8 | 27 | 4.4 | 1.0 | 102.5 | 99.1 | -0.5 | . | 98.9 | -6.4 | 21
COc1cccc(OCc2ccc(Cl)cc2)c1C#N | -9.9 | 5 | -17.0 | . | ? | 103.6 | . | -6.8 | 104.5 | . | .
Cc1cc2c(c(=O)n1Cc1cccnc1)C(c1ccccc1)C(C#N)=C(N)O2 (stereo not given) | -10.5 | 10 | 24.2 | -1.0 | 96.0 | 107.1 | -0.3 | . | 102.8 | -1.9 | 12
CNS(=O)(=O)c1cc(OCC(N)=O)c(C)cc1Cl | -10.2 | 11 | -11.6 | -3.0 | 97.1 | 100.2 | 0.8 | . | 100.5 | 2.4 | 17
CN(Cc1cc(=O)n2ccsc2n1)Cc1nc2ccccc2c(=O)[nH]1 | -53.7 | 7 | -25.1 | -2.0 | ? | 99.1 | 4.4 | . | 97.1 | 8.0 | 13
O=[N+]([O-])c1cccc(/C=N/N2CCN(Cc3ccc(Cl)cc3)CC2)c1 | -105.2 | 7 | 8.5 | . | ? | 98.4 | . | 4.4 | 94.6 | . | .
CCCC1CCC(=NNC(=O)OC(C)(C)C)CC1 (stereo not given) | -22.0 | 12 | -11.6 | -2.0 | 102.0 | 101.5 | -0.1 | -14.6 | 101.5 | -0.1 | 12
COc1ccccc1/C=C/C=N/NC(=O)c1ccco1 | -36.9 | 7 | -0.1 | . | ? | 94.3 | . | -4.3 | 89.7 | . | .
O=C(N/N=C/c1ccc(Cl)cc1)c1n[nH]c2c1CCCC2 | -4.8 | 4 | 3.4 | . | ? | 93.0 | . | 18.9 | 93.7 | . | .
CCOc1ccccc1NC(=O)c1ccc(NC(=O)c2ccco2)cc1 | 6.4 | 3 | 1.5 | 1.0 | 105.5 | 94.6 | 0.9 | . | 106.1 | 22.7 | 32
CSc1nncn1/N=C/c1ccccc1F | -3.5 | 8 | 6.9 | 2.0 | 100.3 | 103.1 | 0.0 | . | 100.3 | 0.8 | 30
CCC1(C)Cc2ccccc2C(=O)N1 (stereo not given) | -16.1 | 5 | -27.9 | . | ? | 116.7 | . | -16.4 | 133.0 | . | .
CCOc1cc(C2C3=C(CCCC3=O)NC3=C2C(=O)CCC3)ccc1OCCO | -50.3 | 12 | 5.1 | -2.0 | 110.7 | 104.8 | 0.1 | 16.6 | 106.5 | 0.4 | 7
COc1cc(CC(=O)O)c([N+](=O)[O-])cc1OC | -22.6 | 3 | 19.0 | . | ? | 97.5 | . | 12.9 | 98.5 | . | .
CCNC(=O)C1CC(=O)N(c2ccc(OCC)cc2)C1 (stereo not given) | -6.7 | 39 | 11.5 | -5.0 | 103.5 | 101.5 | 1.0 | 9.4 | 100.4 | 8.0 | 27
Cc1nn(-c2ccccc2)c2nc(N)c(C#N)c(-c3ccc(F)cc3)c12 | 0.4 | 36 | -28.3 | -5.0 | 97.4 | 99.5 | 0.8 | -39.4 | 101.0 | 5.3 | 10

Laid out differently: results already given
> CSc1nncn1/N=C/c1ccccc1F
- Mcl1 Bid PPI = -3.5
- Avidin fluor = 8
- Mcl1-Noxa inh = 6.9
- Bim-Mcl-1 = 2.0
- RGS7-Gao = 100.3
- RGS8-Gao = 103.1
- ABCB1 block = 0.0
- Pf gamet viab = .
- RGS4-Gao reg = 100.3
- ABCG2 block = 0.8
- GSH bead fluor = 30
> CCC1(C)Cc2ccccc2C(=O)N1 (stereo not given)
- Mcl1 Bid PPI = -16.1
- Avidin fluor = 5
- Mcl1-Noxa inh = -27.9
- Bim-Mcl-1 = .
- RGS7-Gao = ?
- RGS8-Gao = 116.7
- ABCB1 block = .
- Pf gamet viab = -16.4
- RGS4-Gao reg = 133.0
- ABCG2 block = .
- GSH bead fluor = .

Structures above that bear a hit mark in Mcl1-Noxa inh:
molecule	Mcl1 Bid PPI	Avidin fluor	Mcl1-Noxa inh	Bim-Mcl-1	RGS7-Gao	RGS8-Gao	RGS4-Gao reg	GSH bead fluor
O=C(NCCc1ccccc1)N1CCCC(CNS(=O)(=O)Cc2ccccc2)C1 (stereo not given)	10.1	10	54.3*	0.0	99.6	101.0	101.8	26

The list continues.
Compound | Mcl1 Bid PPI | Avidin fluor | Mcl1-Noxa inh | Bim-Mcl-1 | RGS7-Gao | RGS8-Gao | ABCB1 block | Pf gamet viab | RGS4-Gao reg | ABCG2 block | GSH bead fluor
NC(=O)c1cc(N2C(=O)C3CC=CCC3C2=O)ccc1N1CCCCC1 (stereo not given) | -21.4 | 32 | -11.7 | -7.0 | 100.7 | 103.2 | 0.7 | . | 102.0 | 22.8 | 27
COc1ccc2c(c1)c1nc3n(c(=O)c1n2CC(=O)Nc1cc(C)[nH]n1)CCS3 | -3.0 | 20 | 3.6 | -3.0 | 103.2 | 105.2 | 0.4 | . | 99.9 | 1.6 | 9
C=CCN(CC=C)C(=S)NC(=O)c1ccc(OC)c(Br)c1 | -165.7 | 16 | -33.7 | -1.0 | 105.0 | 102.0 | -0.1 | . | 99.9 | 3.9 | 10
O=C(Nc1cccc(C(F)(F)F)c1)N1CCN(C(=O)Nc2cccc(C(F)(F)F)c2)CC1 | -16.6 | 11 | 3.2 | 9.0 | 102.5 | 101.2 | 0.2 | -7.1 | 100.8 | 0.9 | 24
CCOc1ccccc1-c1cc(C(=O)N/N=C/c2ccc3c(c2)OCO3)c2ccccc2n1 | -4.5 | 12 | -24.4 | -1.0 | 100.2 | 99.3 | 0.1 | . | 97.9 | 0.7 | 14
O=C(NC12CC3CC(CC(C3)C1)C2)C1CCCN1C(=O)NC1CCCCC1 (stereo not given) | -48.9 | 15 | -8.0 | -4.0 | 101.5 | 100.7 | 0.9 | . | 102.2 | 5.4 | 28
CC(C)COC(=O)n1c(=O)oc2cc(S(=O)(=O)N3CCCCC3)ccc21 | -9.5 | 7 | 5.6 | 0.0 | 101.3 | 99.8 | 0.9 | 7.1 | 101.2 | 2.8 | 15
FC(F)(F)c1nc2ncc(Cl)cc2[nH]1 | 12.2 | 21 | 19.8 | -2.0 | 104.4 | 101.6 | 0.5 | . | 100.9 | 20.9 | 30

More structures follow.
Values in the order: Mcl1 Bid PPI, Avidin fluor, Mcl1-Noxa inh, Bim-Mcl-1, RGS7-Gao, RGS8-Gao, ABCB1 block, Pf gamet viab, RGS4-Gao reg, ABCG2 block, GSH bead fluor
CCc1ccc(C(=O)COC(=O)CNC(=O)c2cccs2)cc1
→ -5.9, 78*, -6.4, -2.0, 138.8, 102.1, 0.4, ., 107.3, 0.7, 44
Brc1ccccc1C1=Nn2c(nnc2-c2ccco2)SC1
→ -34.4, 4, -1.4, ., ?, 99.9, ., 5.7, 98.8, ., .
Cc1ccc(C(=O)Nc2cc([N+](=O)[O-])ccc2C)cc1
→ -15.9, 10, -10.9, -4.0, 102.1, 100.4, -0.3, -0.7, 99.7, 23.4, 12
COc1cc(Cn2cnnn2)ccc1O
→ -18.0, 24, 1.0, 6.0, 102.0, 102.3, -0.1, ., 102.9, -0.5, 22
COc1ccc(N2CCN(C(=O)CCN3C(=O)C4C5C=CC(C5)C4C3=O)CC2)cc1 (stereo not given)
→ -5.7, 5, 32.6, -15.0, 100.2, 97.4, 0.6, ., 97.3, 1.4, 13
CCCC(=O)Nc1nnc(SCC(=O)NCc2cccs2)s1
→ -6.3, 36, -16.0, -1.0, 104.9, 102.4, 0.2, ., 100.8, 0.5, 13
COc1ccc2cc(C(=O)C3CCCN(C(=O)CCc4ccccn4)C3)ccc2c1 (stereo not given)
→ -1.5, 10, -4.4, 1.0, 98.0, 101.6, 1.2, -25.3, 100.0, 7.0, 25
COc1cccc(OCc2cc(/C=N/Nc3ccc(C(=O)O)cc3)ccc2OC)c1
→ -34.5, 7, 67.1*, ., ?, 102.4, ., 24.6, 104.3, ., .
COc1cccc2cc(C(C)N(CCCN3CCOCC3)C(=S)Nc3cc(C)ccc3C)oc12 (stereo not given)
→ -40.6, 10, -6.9, -2.0, 109.7, 101.6, 1.6, -12.6, 101.7, 2.4, 12
CCCCCOC(=O)NCC(O)c1ccccc1 (stereo not given)
→ -23.9, 13, 7.5, -1.0, 101.8, 100.8, 3.7, -15.4, 99.3, 4.1, 39
Cc1nc(NC(=O)C2CCCCC2)sc1C
→ -2.1, 8, 1.2, 2.0, 105.5, 102.9, -0.1, -3.0, 102.5, 0.8, 15
O=C(CN1C(=O)NC2(CCc3ccccc32)C1=O)Nc1ccc(N2CCOCC2)cc1 (stereo not given)
→ -38.9, 6, 2.0, 0.0, 101.9, 105.3, -0.2, 18.8, 106.6, 23.3, 14
Cc1cccc(OCC(=O)N/N=C2/SCC(=O)N2Cc2ccco2)c1
→ -21.1, 10, -2.3, -1.0, 101.5, 102.8, 0.4, -1.2, 102.0, 2.7, 11
